DAX1 inh-1 – DAX1 (NR0B1) inhibition, primary screen | AID 652010 | HEK293T StAR-luciferase reporter, SF-1/DAX-1 repression relief | inhibition, % at 6.8 µM | 370,000 tested, 1.1% active;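 active means inhibition above the mean over all tested compounds plus 3 SD, cut at about 3.6% in these data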;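 further: 0% = DAX-1 cells with DMSO and 100% = cells lacking DAX-1 with DMSO; higher inhibition means more luminescence from relief of DAX-1 repression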
hgDAF-12 ag – hgDAF-12 agonism, primary luciferase screen. HEK293 GAL4-hgDAF12 UAS-luciferase reporter, agonist luminescence; normalized to butyrate control. activation, % at 6.8 µM. 370,000 tested, 1.8% active;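 active means activation above a cutoff set at the mean of all screened compounds plus 3 SD, cut at about 10% in these data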;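 further: 0% = DMSO wells and 100% = sodium butyrate wells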
FXN GAA850 act – increases GAA850 frataxin promoter reporter activity; HEK293 lucGAA850 FXN promoter luciferase reporter, 24 h; percent of 10 µM SAHA response; activation, % at 6 µM; 360,000 tested, 0.56% active;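 active means activation above the average of all compounds screened plus 3 SD, cutoff fixed separately per campaign, cut at about 7.5% in these data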;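 further: 0% = DMSO wells and 100% = 10 µM SAHA wells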
sPLA2-III inh – Blocks human group III sPLA2 activity; AID 743126; 370,000 tested, 0.56% active; inhibition, % at 12.2 µM; Q9NZ20; QFRET BODIPY PC-A2 liposome hydrolysis, fluorescence;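 active means inhibition above mean plus 3 SD of compounds lying within the high and low control bounds, cut at about 19% in these data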;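 further: 0% = median of test compound wells and 100% = no enzyme DMSO wells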
hcDAF-12 act – activators of H. contortus DAF-12 nuclear receptor. HEK293 hcDAF-12 lit1-tk-luc reporter, luminescence; 0% DMSO, 100% Δ7-dafachronic acid. activation, % at 6.8 µM. 370,000 tested, 1.4% active. AID 652067;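 active means activation above the mean of all tested compounds plus 3 SD, cut at about 5.5% in these data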;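 further: 100% = response to 3 µM Δ7-dafachronic acid high control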
GC-B act – GC-B (human) receptor activation; P20594; HEK293-GC-B cells, CNP EC30, cGMP TR-FRET; 0% at EC30 CNP, 100% saturating CNP; activation, % at 10 µM; 370,000 tested, 0.11% active; AID 1920062;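 active means activation at 10 µM reaching about 35% in either raw or pattern-adjusted values, limit read from the data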
ssDAF12 agonist – activators of S. stercoralis DAF-12 nuclear receptor | HEK293 ssDAF-12/GRIP1 lit1-tk-luc reporter, luminescence; % of 3 µM dafachronic acid response | activation, % at 6.8 µM | 370,000 tested, 1% active | AID 652126;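 active means activation above the mean over all tested compounds plus 3 SD, cut at about 0.9% in these data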;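 further: 0% = DMSO-only wells and 100% = 3 µM delta7-dafachronic acid wells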
NPR1 activator – GC-A (human) enzyme activation. P16066. HEK293 GC-A cells, cGMP TR-FRET, EC30 ANP; 0% at EC30 ANP, 100% saturating ANP. activation, % at 10 µM. 370,000 tested, 0.14% active. AID 1671463; in the data active means activation above about 40%
Target sequence (P16066 whole entry, looked up): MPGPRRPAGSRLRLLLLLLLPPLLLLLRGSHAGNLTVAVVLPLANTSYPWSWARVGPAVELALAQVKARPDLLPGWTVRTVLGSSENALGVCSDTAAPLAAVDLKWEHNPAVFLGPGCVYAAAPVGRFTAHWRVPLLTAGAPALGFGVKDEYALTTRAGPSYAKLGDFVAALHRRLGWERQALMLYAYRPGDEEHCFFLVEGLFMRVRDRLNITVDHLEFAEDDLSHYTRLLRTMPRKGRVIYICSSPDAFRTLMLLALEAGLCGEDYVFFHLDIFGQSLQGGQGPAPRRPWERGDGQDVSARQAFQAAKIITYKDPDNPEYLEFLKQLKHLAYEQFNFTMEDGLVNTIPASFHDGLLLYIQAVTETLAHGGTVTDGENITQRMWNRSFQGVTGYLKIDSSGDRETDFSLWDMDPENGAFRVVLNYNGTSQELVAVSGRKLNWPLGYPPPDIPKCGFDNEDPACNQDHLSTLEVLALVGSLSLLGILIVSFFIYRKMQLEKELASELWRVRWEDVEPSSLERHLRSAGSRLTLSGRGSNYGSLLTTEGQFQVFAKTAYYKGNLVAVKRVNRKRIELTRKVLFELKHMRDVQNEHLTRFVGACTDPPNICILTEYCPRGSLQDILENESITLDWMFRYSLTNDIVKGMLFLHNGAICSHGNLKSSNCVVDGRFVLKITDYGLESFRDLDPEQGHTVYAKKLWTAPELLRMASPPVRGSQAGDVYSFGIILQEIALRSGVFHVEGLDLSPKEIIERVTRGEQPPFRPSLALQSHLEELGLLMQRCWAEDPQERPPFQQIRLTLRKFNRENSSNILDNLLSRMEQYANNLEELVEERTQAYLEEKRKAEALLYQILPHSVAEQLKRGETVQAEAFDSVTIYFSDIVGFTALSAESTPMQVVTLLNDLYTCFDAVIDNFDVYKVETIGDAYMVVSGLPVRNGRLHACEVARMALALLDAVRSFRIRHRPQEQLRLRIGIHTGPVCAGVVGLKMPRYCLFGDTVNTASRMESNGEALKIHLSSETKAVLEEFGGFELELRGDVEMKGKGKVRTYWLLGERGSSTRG
SMARCA2 act – SMARCA2 function activation, primary screen; 370,000 tested, 1% active; AID 652017; MG213 cells, MMTV-luciferase reporter, dexamethasone, overnight; activation, % at 9.1 µM; in the data active means activation above about 7.8%;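 further: 0% = vehicle wells and 100% = reference activator wells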
DAX1 inh-2 – NR0B1 (DAX1) inhibition | P51843 | HEK293 Gal4-DAX1 luciferase reporter, luminescence | inhibition, % at 6.75 µM | 340,000 tested, 0.99% active | AID 504766;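 active means inhibition above the mean over all tested compounds plus 3 SD, cut at about 4.2% in these data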;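 further: 0% = DAX1-transfected cells with DMSO and 100% = empty-vector control cells with DMSO; inhibition shows as a rise in luminescence from relieved DAX1 repression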
ADAM10 inh – inhibitors of human ADAM10; O14672; recombinant ADAM10, EDANS/DABCYL FRET peptide cleavage, 3 h; inhibition, % at 7 µM; 370,000 tested, 0.62% active; AID 720582;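 active means inhibition above a per-campaign cutoff equal to the mean of compounds falling between control-based bounds plus 3 SD, cut at about 20% in these data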;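 further: 0% = DMSO wells while the 100% control is not disclosed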
Active calls of the source: *; i = inactive; nt = no result given. Random draw from the library; any-hit rate near 6.6%.

SMILES | DAX1 inh-1 | hgDAF-12 ag | FXN GAA850 act | sPLA2-III inh | hcDAF-12 act | GC-B act | ssDAF12 agonist | NPR1 activator | SMARCA2 act | DAX1 inh-2 | ADAM10 inh
COc1cccc(-c2coc3cc4oc(=O)c(CC(=O)O)c(C)c4cc23)c1 | 0.0 | 0.8 | 1.3 | -5.3 | -0.7 | 4.2 | -0.9 | -0.1 | 3.7 | 1.5 | -33.4
Cc1[nH]nc(Nc2ccc(O)cc2)c1[N+](=O)[O-] | 0.3 | 0.7 | 0.7 | -5.2 | -0.2 | 0.1 | -0.7 | -1.8 | -0.6 | -0.6 | 1.3
N#CCOc1ccc(C2=NO[C@@H]3[C@@H]4C[C@@H]([C@H]5C(=O)N(c6ccc7c(c6)OCO7)C(=O)[C@@H]45)[C@H]23)cc1 | -0.6 | 2.5 | 0.0 | -13.8 | -1.3 | 1.1 | -1.4 | -0.1 | -3.8 | -0.7 | 1.0
FC(F)(F)c1ccnc(N2CCN(Cc3cnc(-c4ccccc4)[nH]3)CC2)c1 | -0.6 | -0.7 | 1.5 | -10.3 | -2.1 | -0.1 | -0.4 | -1.5 | -1.4 | -0.7 | -1.9
COCc1cc(C)nc2sc(C(=O)NN)c(-n3cccc3)c12 | 0.7 | 0.5 | 3.2 | 1.1 | -1.4 | -2.5 | -1.2 | -4.7 | -1.1 | 0.5 | -6.5
CN(C)CCCNC(=O)c1ccc(-c2nc(-c3ccc(Cl)cc3)cs2)cc1 | 1.0 | 2.7 | 5.7 | -22.9 | 1.3 | -25.5 | -0.8 | -2.5 | -6.5 | 0.7 | -222.8
COc1ccc(OC)c(CNS(=O)(=O)c2cc(-c3cc(C)no3)ccc2OC)c1 | 0.3 | -0.9 | -1.1 | 3.0 | 1.1 | -1.1 | -0.8 | -4.8 | 1.4 | 0.2 | -0.3
Oc1ccc(Br)cc1/C=N/Nc1ncc(-c2ccccc2)cn1 | -0.4 | 1.5 | -1.1 | 4.0 | -0.1 | -1.7 | -1.4 | -4.7 | 2.3 | 0.3 | 5.5
CC(=O)N1CCN(c2ccc(S(=O)(=O)N3CCOCC3)cc2[N+](=O)[O-])CC1 | -0.1 | -2.8 | 1.0 | 8.3 | -1.6 | 1.4 | 0.0 | -0.4 | -5.2 | -0.5 | -1.4
Cc1c(CN2CCC(CO)(Cc3ccccc3)CC2)c2ccccc2n1C | 0.5 | -0.7 | -3.5 | -14.5 | 3.7 | -8.3 | -0.3 | -11.6 | 1.2 | -0.7 | 10.8
Cc1ccccc1-n1nc(C)c2cc(C(=O)N3CCN(S(=O)(=O)c4ccc(F)cc4)CC3)sc21 | -0.6 | -0.1 | -3.3 | -1.1 | 0.1 | -5.5 | -1.5 | -4.8 | -4.7 | -0.3 | 2.9
Cc1cc(C)c2nc(-c3cccnc3)cc(C(=O)NC(C)c3cnn(C)c3C)c2c1 (configuration not stated) | -2.8 | -0.3 | -1.1 | -3.6 | -1.6 | -6.5 | -1.5 | -2.4 | -2.0 | -0.4 | i
O=C(Nc1ccccc1)c1ccc[nH]1 | -0.3 | 1.7 | 3.3 | 6.6 | 2.4 | -5.2 | -0.3 | 6.7 | -2.9 | -0.4 | -1.4
CC(NC(=O)c1cc2ccccc2o1)c1cccs1 (configuration not stated) | -1.4 | 1.0 | 3.4 | -4.3 | -2.5 | -2.1 | -1.1 | 6.5 | -2.0 | -1.5 | 0.2
CCCC1CCC2(CC1)CCC2OC(=S)Nc1ccccc1Br (configuration not stated) | nt | 1.2 | nt | -0.2 | 0.6 | 3.7 | -1.8 | -2.1 | nt | nt | 2.6
CCn1c2ccccc2c2cc(NC(=O)COC(=O)c3cc(Cl)cc(Cl)c3)ccc21 | -0.7 | 2.7 | nt | 2.8 | -2.3 | 0.2 | -1.7 | 0.6 | -4.1 | nt | -4.6
NNC(=S)Nc1cc(S(=O)(=O)N2CCOCC2)ccc1N1CCOCC1 | -0.6 | 2.6 | 2.2 | -4.5 | -1.1 | 0.7 | -1.6 | -1.9 | -3.6 | -0.6 | 1.5
Cc1onc(-c2ccccc2)c1-c1csc(N/N=C/c2ccccc2)n1 | 0.6 | -1.6 | 0.9 | -4.5 | -0.9 | -0.4 | -2.0 | 3.3 | -3.4 | 0.1 | 2.5
O=C(Nc1nnc(SCC(=O)N2CCCCC2)s1)c1ccc(F)cc1F | -0.1 | 0.6 | 1.2 | 5.6 | 0.9 | 0.8 | -1.4 | -0.9 | 5.5 | 0.1 | 8.7
Cn1cc(-c2cc(C(=O)O)on2)cn1 | 0.8 | 1.1 | 0.9 | 7.2 | 0.3 | 3.3 | -0.6 | 0.7 | -2.8 | 1.2 | 8.9
COc1ccc(OC)c(NC(=O)CC2Oc3ccccc3NC2=O)c1 (configuration not stated) | 0.5 | 4.4 | 1.6 | -3.2 | 4.5 | -1.7 | 0.5 | -4.6 | -0.7 | -0.2 | 0.4
O=C(c1cccc([N+](=O)[O-])c1)N1CCN(S(=O)(=O)N2CCCCC2)CC1 | -0.3 | -0.4 | -0.4 | 3.8 | -1.9 | 2.2 | -0.5 | 6.3 | -0.3 | 0.7 | 2.7
CCOC(=O)N1CCC(N2CC34C=CC(O3)C(C(=O)Nc3ccc(C)cc3)C4C2=O)CC1 (configuration not stated) | 1.2 | -0.4 | 0.0 | 2.8 | 0.8 | -1.6 | -1.3 | 2.1 | -0.6 | 4.5* | -9.8
CCc1ccc(OCc2nnc(-c3ccccc3Br)o2)cc1 | -1.4 | 2.2 | 1.0 | -23.6 | 2.8 | 1.1 | -0.3 | 0.6 | 0.1 | -0.4 | 2.8
O=S1OC(c2ccccc2)c2cc(Cl)ccc21 (configuration not stated) | 0.1 | 3.0 | 1.3 | 5.7 | 0.1 | 1.3 | -0.9 | 0.3 | 0.8 | -0.2 | -6.6
(next part)
SMILES | DAX1 inh-1 | hgDAF-12 ag | FXN GAA850 act | sPLA2-III inh | hcDAF-12 act | GC-B act | ssDAF12 agonist | NPR1 activator | SMARCA2 act | DAX1 inh-2 | ADAM10 inh
C[C@@H]1CN([C@@H](C)CO)C(=O)CCCn2cc(nn2)CO[C@H]1CN(C)S(=O)(=O)c1ccccc1C#N | 1.7 | 5.3 | -2.0 | 6.8 | -0.3 | -0.6 | -0.7 | 2.5 | -5.4 | -1.3 | -7.8
Cn1nnnc1SCC(=O)c1ccco1 | -0.1 | -0.7 | 4.3 | -2.5 | 1.4 | 7.7 | -1.6 | 1.7 | 1.4 | -0.7 | -11.1
COc1cc(OC)cc(C(=O)NNC(=O)CN2C(=O)NC(C)(c3ccccc3)C2=O)c1 (configuration not stated) | -0.7 | 0.8 | 0.9 | -9.3 | -0.8 | -3.4 | -0.8 | 0.7 | 2.3 | -1.1 | 9.8
CN(C)S(=O)(=O)c1ccc(C(=O)NCC(=O)Nc2ccc(F)c(F)c2)cc1 | 0.1 | -0.6 | 0.4 | -5.1 | 6.8* | -0.6 | -0.8 | -1.9 | -0.6 | 0.3 | -3.8
Cc1ccc(S(=O)(=O)Nc2ccccn2)c(C)c1 | 0.3 | -0.7 | -1.0 | 4.9 | -1.0 | -3.4 | -1.3 | 1.8 | -5.9 | 1.3 | -52.2
COc1cc(NC2=Nc3cccc4cccc2c34)cc(OC)c1OC | -0.8 | -0.2 | -0.8 | -7.7 | -1.6 | 2.9 | -2.0 | 4.9 | -0.8 | -0.8 | -3.6
C[C@@H]1CC=C[C@H]2[C@H]1C(=O)N(Cc1ccccc1)[C@H]2c1ccc2ccccc2c1 | -0.3 | -1.6 | -0.7 | 3.6 | -3.0 | -10.2 | -1.6 | 2.0 | -0.8 | 1.5 | 16.9
CCC/C(C#CCCN1C(=O)c2ccccc2C1=O)=C1/c2ccccc2C(=O)N1c1ccccc1 | 0.0 | -5.0 | -6.0 | -20.9 | -1.6 | -7.3 | -1.7 | -6.5 | -0.6 | 0.9 | 9.3
Cc1ccc(-n2nc(C)c3c(-c4cccs4)c(C#N)c(N)nc32)cc1 | -0.7 | 2.4 | 0.5 | 2.0 | 2.7 | -0.4 | 0.1 | 7.8 | -1.9 | 0.4 | -16.1
COc1ccccc1CNC(=O)C1CCCN(S(=O)(=O)c2c(C)[nH]c(=O)[nH]c2=O)C1 (configuration not stated) | -0.3 | 0.3 | -0.5 | 1.8 | -1.2 | 6.9 | -1.0 | 3.1 | 1.2 | -0.7 | 3.6
O=C(NCc1ccccc1)c1cc(C2CCCCN2S(=O)(=O)c2cccc3cccnc23)on1 (configuration not stated) | -0.6 | 0.0 | 0.0 | -6.6 | 0.0 | 7.1 | -1.1 | -1.0 | -1.5 | nt | 10.3
CCC(C)Oc1cc(-c2ccnc(Nc3cccc(Cl)c3)n2)ccn1 (configuration not stated) | -0.3 | 3.9 | 22.3* | -4.1 | -0.5 | 1.8 | -1.4 | 2.4 | 1.8 | -0.8 | 0.6
Cc1ccc(C)c(S(=O)(=O)N2CCN(C(=O)CCC(=O)NCc3ccc(Cl)cc3)CC2)c1 | 0.2 | -1.1 | 1.2 | -4.4 | -0.5 | -10.1 | -1.6 | -5.2 | -3.5 | -0.5 | -4.9
CCOCCCN1CC(C(=O)NCc2ccc3c(c2)OCO3)CC1=O (configuration not stated) | -0.1 | 1.0 | 1.3 | 0.8 | -0.5 | 6.3 | -1.2 | 0.7 | -0.4 | -0.1 | -4.6
C/C(=N\NC(=O)c1cc(C)oc1C)c1ccc2c(c1)OCO2 | -0.4 | -0.4 | 0.5 | 1.6 | -2.5 | 3.9 | -1.3 | 0.9 | 0.2 | 0.4 | 1.4
O=S1(=O)c2ccc(Br)cc2OC[C@H](Cc2ccccc2)N1Cc1cn(Cc2ccccc2)nn1 | 0.4 | -1.1 | nt | 17.9 | -0.8 | 5.6 | -1.0 | -1.4 | -4.7 | nt | -9.5
COc1ccc(N(C(=O)c2ccc(F)cc2)C2=CC3CCC(C2)N3C)cc1 (configuration not stated) | 0.1 | 0.6 | 2.0 | -7.6 | -2.5 | -12.4 | -1.1 | -8.6 | 1.8 | 1.5 | 3.5
O=C(CN1C(=O)COc2ccccc21)c1cccc(Cl)c1 | -1.0 | 0.9 | 2.0 | -0.1 | -2.4 | -3.8 | -1.3 | 0.1 | -2.1 | -0.2 | 5.6
N=C1/C(=C\c2ccc(Br)o2)C(=O)N=C2SC(CC(=O)N3CCCCC3)=NN12 | 0.1 | -1.1 | 0.0 | -9.4 | 1.9 | -0.6 | -1.1 | -0.6 | 2.6 | 0.2 | -13.7
CCN1CCN(c2ccc(NC(=O)c3ccc(Cl)c(S(=O)(=O)N4CCCC4)c3)cc2)CC1 | -3.2 | 0.6 | 1.7 | 0.4 | -1.2 | 2.4 | -1.6 | 2.7 | -1.7 | -1.3 | -7.8

Screening data: PubChem, several laboratories
